p53 reactivator: re-activators of mutant p53; 320,000 tested, 0.063% active; H1299 p53-A138V BP100-luciferase reporter, luminescence, 24 h; Potency, µM (top dose mostly 92.2 µM), without a hit: at the highest dose activity change, positive = activation, hits mostly activators; note: potency is the fitted concentration of half-maximal effect; % of control where 0% means no effect; nearly all actives have a fitted effect of over 45% in size
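p53-null H1299 cells stably carrying temperature-sensitive p53-A138V and a BP100-luciferase reporter were pinned with compounds (4-point, 1:5 series) and held 24 hrs at 37 deg C. Luminescence was read 10 min after detection reagent.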
NPC1 prom act: activators of NPC1 promoter | Huh7 NPC1 promoter luciferase reporter, 24 h | 320,000 tested, 2.4% active | AID 485313 | Potency, µM (series often up to 9.22 µM), for inactives: at the highest dose activation, usual class: activators;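 note: potency is the fitted concentration of half-maximal effect; % of control where 0% means no effect; nearly all actives have a fitted effect of over 60% in size; reporter is driven by a mutant NPC1 promoter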
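Stable NPC1-promoter luciferase Huh7 line; cpd (DMSO) 24 h, 37 °C, 5% CO2; Amplite luciferase reagent 10 min RT; luminescence readout. qHTS format.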
PKM2 act: activators of human pyruvate kinase M2; purified PKM2, Kinase-Glo ATP luminescence, activation; response scale: 0% is enzyme alone, no compound; Potency, µM (series often up to 57.5 µM), for inactives: at the top dose activation, most hits filed as activators; 260,000 tested, 0.34% active; AID 1631; note: potency is the fitted concentration of half-maximal effect; % is set by controls: 0 for no effect and ±100 for the full control effect; nearly all actives have a fitted effect of over 55% in size
Target sequence (P14618 whole entry, looked up): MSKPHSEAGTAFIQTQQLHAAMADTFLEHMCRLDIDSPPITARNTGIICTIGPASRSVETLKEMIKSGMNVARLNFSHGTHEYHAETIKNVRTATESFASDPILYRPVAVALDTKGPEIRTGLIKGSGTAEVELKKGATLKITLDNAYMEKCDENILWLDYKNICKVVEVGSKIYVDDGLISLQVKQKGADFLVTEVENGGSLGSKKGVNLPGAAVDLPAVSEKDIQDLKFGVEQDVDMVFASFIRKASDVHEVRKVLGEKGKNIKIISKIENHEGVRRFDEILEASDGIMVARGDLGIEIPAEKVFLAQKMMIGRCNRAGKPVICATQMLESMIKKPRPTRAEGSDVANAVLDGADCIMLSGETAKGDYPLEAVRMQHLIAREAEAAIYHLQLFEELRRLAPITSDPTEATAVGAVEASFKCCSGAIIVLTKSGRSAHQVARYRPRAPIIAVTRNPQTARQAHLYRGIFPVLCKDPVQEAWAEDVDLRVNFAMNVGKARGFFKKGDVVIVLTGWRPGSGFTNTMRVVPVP
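Purified hPK-M2 (>95%) run at intermediate activity with 0.1 mM ADP and 0.5 mM PEP in 50 mM imidazole pH 7.2, KCl, MgCl2; 1 h room temperature. ATP formed read by Kinase-Glo luminescence; normalized to uninhibited and no-enzyme controls.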
RORgamma inh: blocks mouse ROR gamma transcriptional activity; P51450; Drosophila S2 Gal4-RORgamma UAS-luciferase reporter, 20 h; Potency, µM (top dose mostly 53.6 µM), for the others: at the top dose activity change, negative = inhibition, actives largely listed as inhibitors; 310,000 tested, 5.4% active; AID 2551; note: potency is the fitted concentration of half-maximal effect; % is set by controls: 0 for no effect and ±100 for the full control effect; nearly all actives have a fitted effect of over 60% in size
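Compounds are pin-transferred onto Drosophila Schneider cells expressing a copper-inducible Gal4–ROR gamma transactivation domain fusion. After 1 hr, copper sulfate is added to 700 uM final; luciferase is read 20 hr later.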
ELG1 genotoxic: induces genotoxicity in HEK293T cells with luciferase-tagged ELG1; AID 504466; 330,000 tested, 1.3% active; HEK293T ELG1-luciferase reporter, luminescence, 16 h; Potency, µM (series often up to 46 µM), inactives show at the top dose activity change, positive = activation, usual class: activators; note: potency is the fitted concentration of half-maximal effect; % of control where 0% means no effect; nearly all actives have a fitted effect of over 60% in size
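HEK293T cells expressing luciferase-tagged ELG1 were exposed to compound or DMSO vehicle for 16 hr at 37 °C and 5% CO2. Luciferase activity was then measured with ONE-Glo after 30 min at room temperature.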
Menin MLL FP TR: inhibitors of human menin-MLL interaction, mutant MLL peptide; AID 1768; Menin + Texas Red MLL mutant peptide, fluorescence polarization; 270,000 tested, 0.23% active; Potency, µM (highest dose often 61.6 µM), inactives show at the highest dose FP activity change, negative = inhibition, actives largely listed as inhibitors; O00255; active = well fitted inhibition curve with a large enough effect in the polarisation, with a control signal flat, not every such curve was filed as active; inconclusive = small, poorly fitted or top-dose-only effect, or effect the other way, or a change in a side signal; inactive = no such curve, though single readings can be large or run the other way; the % refers to the polarisation; note: potency is the fitted concentration of half-maximal effect; % of control where 0% means no effect; many of its hits are not listed in these tables
Target sequence (O00255 whole entry, looked up): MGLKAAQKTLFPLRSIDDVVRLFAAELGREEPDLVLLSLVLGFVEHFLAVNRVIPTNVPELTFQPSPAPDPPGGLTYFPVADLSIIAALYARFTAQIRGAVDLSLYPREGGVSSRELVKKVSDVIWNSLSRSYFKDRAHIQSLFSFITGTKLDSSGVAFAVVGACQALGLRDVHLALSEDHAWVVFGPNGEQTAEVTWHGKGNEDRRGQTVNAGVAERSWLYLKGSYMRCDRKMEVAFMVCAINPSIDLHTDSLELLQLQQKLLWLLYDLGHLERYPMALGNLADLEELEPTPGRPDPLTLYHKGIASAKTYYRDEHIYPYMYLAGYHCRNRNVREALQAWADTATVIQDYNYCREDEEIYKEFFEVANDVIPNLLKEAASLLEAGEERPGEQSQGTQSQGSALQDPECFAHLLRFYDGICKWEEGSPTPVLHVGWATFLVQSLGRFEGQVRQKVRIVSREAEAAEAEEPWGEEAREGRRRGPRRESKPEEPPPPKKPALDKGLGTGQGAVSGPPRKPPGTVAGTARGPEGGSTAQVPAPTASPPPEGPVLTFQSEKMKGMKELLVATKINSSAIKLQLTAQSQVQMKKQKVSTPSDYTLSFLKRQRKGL
VP16 counter: counter-screen for ROR gamma inhibitors: Gal4-VP16 reporter; Drosophila S2 Gal4-VP16 UAS-luciferase, luminescence, 20 h; Potency, µM (highest dose often 53.6 µM), inactives show at the highest dose activity, negative = inhibition, hits mostly inhibitors; 310,000 tested, 3.5% active; AID 2546;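 note: Gal4-VP16 expression switched on by copper sulfate through the metallothionein promoter; potency is the fitted concentration of half-maximal effect; % is set by controls: 0 for no effect and ±100 for the full control effect; nearly all actives have a fitted effect of over 50% in size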
Giardia kill: Giardia lamblia killing | Giardia lamblia trophozoite viability | activity change, % at 7.66 µM, hits read low | 340,000 tested, 0.15% active | AID 540267; in the data active = activity change below about -80%; inconclusive = between about -30% and that limit;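 note: parasites exposed to compound for two days anaerobically before the ATP read; % is set by controls: 0 for no effect and ±100 for the full control effect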
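Giardia trophozoites, 100 cells per well, were exposed to compounds for 48 hrs at 37 deg C under anaerobic conditions; viability was then read as ATP content by bioluminescence after 15-30 min at room temperature.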
Rab9 promoter act: activators of Rab9 promoter | Potency, µM (series often up to 9.22 µM), without a hit: at the highest dose activation, negative = inhibition, usual class: activators | 320,000 tested, 2.8% active | Huh7 Rab9 promoter-luciferase reporter, luminescence, 24 h; note: potency is the fitted concentration of half-maximal effect; % of control where 0% means no effect; nearly all actives have a fitted effect of over 60% in size
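Stable Rab9-luc Huh7, 1500 cells/well, 2 h settle; cmpd in DMSO, 24 h, 37 °C/5% CO2; luciferase reagent 10 min RT; luminescence.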
FLuc modulator: inhibits or activates purified firefly luciferase, miR-21 counter-screen; P08659; 360,000 tested, 6.9% active; Potency, µM (top dose mostly 57.5 µM), for inactives: at the highest dose activity change, negative = inhibition, most hits filed as inhibitors; purified FLuc, Km substrates, luminescence inhibition;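 note: potency is the fitted concentration of half-maximal effect; plate controls were vehicle for no effect and reference inhibitor for full effect; nearly all actives have a fitted effect of over 55% in size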
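Purified P. pyralis luciferase, 10 nM final, with Km-level 10 uM D-luciferin and 10 uM ATP in 50 mM Tris acetate pH 7.5, 10 mM Mg acetate, 0.01% Tween-20, 0.05% BSA; 6-point qHTS titration about 60 µM downward; luminescence read.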
BRCA1 expr up: increases BRCA1 expression. AID 624202. Potency, µM (doses to about 46.1 µM), without a hit: top-dose activation, usual class: activators. 380,000 tested, 1.1% active. MCF7-BRCA1-FFLuc reporter, luminescence, 48 h; response scale: scaled: vehicle 0%, 10 µM genistein 100%; note: potency is the fitted concentration of half-maximal effect; nearly all actives have a fitted effect of over 80% in size; some results filed as inactive show a strong effect at the top dose
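First, MCF7-BRCA1-FFLuc cells (2000/well) attach for 2 h; next, compounds are pin-added and incubated 48 h at 37 °C; finally, luciferase reagent is added and luminescence read after 15 min.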
The depositor's hits bear a star; ? = inconclusive; · = no result given; [ ] = remark or other dose. Unless noted, calls come from the whole dose curve; as a rule, active = well fitted curve in the direction sought with a large enough effect; inconclusive = small, poorly fitted or top-dose-only effect, or another doubt; inactive = no such curve, though single readings can be large; an effect the other way counts as inactive or inconclusive. This is a subset, so the mix of outcomes need not match the whole.

SMILES	p53 reactivator	NPC1 prom act	PKM2 act	RORgamma inh	ELG1 genotoxic	Menin MLL FP TR	VP16 counter	Giardia kill	Rab9 promoter act	FLuc modulator	BRCA1 expr up
Cc1cccc(-c2c3c(=O)n(C)c(=O)n(C)c3cn2C(C)(C)C)c1	-1%	-3%	6%	-19%	-3%	0%	-1%	16	7%	4%	-1%
CC1CCCN(c2ccc([N+](=O)[O-])s2)C1 (configuration not stated)	15%	1%	-3%	16%	16%	10%	-3%	-7	0%	-12%	17%
CC1(C)NC(C(=O)O)Cc2c1[nH]c1ccccc21 (configuration not stated)	-5%	6%	-13%	1%	-1%	0%	-15%	-23	0%	-2%	0%
COc1cc(C(=O)Nc2ccccc2N2CCN(S(C)(=O)=O)CC2)cc(OC)c1OC	6%	4%	1%	4%	-4%	-17%	0%	-2	-5%	1%	-22%
Fc1ccc(C2c3[nH]c4ccccc4c3CCN2CCCn2cccn2)cc1 (configuration not stated)	-3%	1%	-11%	11%	-9%	·	-14%	-9	-1%	-4%	-5%
O=C(NC1c2ccccc2-c2ccccc21)N1CCOCC1	-28%	-2%	2%	6%	-9%	4%	-3%	-15	7%	1%	-3%
CCOc1ccc(C(=O)Nc2ccccc2N2CCN(C(=O)c3ccccc3)CC2)cc1[N+](=O)[O-]	-15%	-8%	2%	-13%	-8%	·	-11%	1	-10%	-1%	-36%
Cc1ccc(CNC(=O)COc2cccc3c2OC(C)(C)C3)cc1	-6%	0%	·	·	-2%	·	·	8	0%	-1%	-16%
O=C(CCCCC(=O)N1CCOCCOCCOCC1)OCc1ccccc1	1%	-4%	-1%	2%	-1%	·	-16%	-14	0%	3%	0%
CCn1c(SCC(N)=O)nc2ccccc2c1=O	-5%	10%	-3%	5%	-5%	-5%	4%	-11	5%	-2%	11%
O=C(NNC(=S)Nc1cccc(C(F)(F)F)c1)c1ccc(Cl)cc1Cl	13%	2%	-5%	?	-9%	?	?	-11	-5%	?	-88%[inhibitor]
CCNS(=O)(=O)c1ccc(NC(=O)c2c(-c3ccccc3)noc2C)cc1	-2%	10%	-4%	8%	1%	-1%	-7%	2	-1%	-1%	-1%
Nc1nc(NCC2CCCO2)nc(Nc2cccc(Cl)c2)c1[N+](=O)[O-] (configuration not stated)	0%	-2%	8%	-3%	?	·	4%	-17	-2%	-1%	-23%
O=[N+]([O-])c1ccc(N2CCc3ccccc3C2)cc1	·	21%	4%	?	2%	?	8%	-8	23%	1%	70%
CCOc1cc(C(=O)OCc2cccc(OC)c2OC)ccc1OCC(=O)N1CCOCC1	-11%	8%	·	·	1%	·	·	5	8%	-4%	9%
COC(=O)c1sccc1NC(=O)c1ccc(OC)cc1	-1%	2%	2%	-32%	12%	-4%	0%	-5	0%	?	-1%
CCOc1cc(C(=O)NC(C)c2ccncc2)cc(OCC)c1OCC (configuration not stated)	-1%	14%	-4%	21%	-6%	4%	1%	-14	5%	5%	-25%
CCOc1c2ccc(C(=O)NC3CCCc4ccccc43)cc2nn1CC (configuration not stated)	-9%	1%	-1%	-14%	-7%	-4%	-6%	6	2%	2%	0%
Cc1ccc(S(=O)(=O)N(C)C)cc1NC(=O)COc1cccc(-n2cnnn2)c1	-12%	-5%	·	·	-1%	·	·	-3	-6%	3%	-8%
Cc1cc(NC(=O)C(C)SCC(=O)OCc2ccc([N+](=O)[O-])cc2)no1 (configuration not stated)	0%	-4%	·	·	1%	·	·	7	-3%	-2%	-6%
CCOCCCNC(=O)Cn1cc2c(n1)CCCCC2	3%	-6%	-2%	-13%	-3%	24%	-5%	4	1%	0%	-23%
COc1cc(/C=N\NC(=O)c2ccccc2F)ccc1Oc1ccc([N+](=O)[O-])cn1	14%	-15%	1%	13%	-6%	·	3%	-14	-17%	-6%	-66%
CCn1c(CCNS(=O)(=O)c2ccccc2Br)nnc1SC	4%	-4%	16%	-8%	7%	-12%	-4%	-10	1%	-2%	-17%
CCCNC(=O)c1onc(CSc2ccc(Cl)cc2)c1C(=O)NCC1CC1	2%	2%	·	·	0%	·	·	3	-2%	9%	2%
Cc1ccc(SCC(=O)Nc2nnc(-c3ccco3)o2)cc1	-4%	-5%	·	·	-1%	·	·	7	4%	4%	-37%
SMILES	p53 reactivator	NPC1 prom act	PKM2 act	RORgamma inh	ELG1 genotoxic	Menin MLL FP TR	VP16 counter	Giardia kill	Rab9 promoter act	FLuc modulator	BRCA1 expr up
COc1ccccc1N1CCN(CC(=O)Nc2ccc(-n3cnnn3)cc2)CC1	4%	0%	2%	-1%	23%	-1%	2%[10 µM]	9	-6%	5%	-16%
COc1ccccc1CNC(=O)CN1C(=O)c2ccc([N+](=O)[O-])cc2C1=O	-2%	2%	·	0%	-2%	-17%	-17%	-10	-5%	-1%	-4%
CCOc1ccc(S(=O)(=O)n2cc(F)c(=O)[nH]c2=O)cc1	5%	0%	15%	-6%	-3%	9%	-2%	-3	-1%	?	4%
CC(=O)Nc1ccc(N2C(=O)c3cccc4c(O)ccc(c34)C2=O)cc1	20%	0%	·	-15%	0%	42%[activator]	2%	7	1%	?	-15%
CCN1CCN(Cc2ccc(NC(=O)c3ccc(C)c(NC(=O)c4ccc5n[nH]nc5c4)c3)cc2C(F)(F)F)CC1	3%	-2%	4%	-24%	-1%	·	3%	-6	1%	19µM*	10%
CSc1nnc2c(n1)OC(c1ccccn1)N(C(C)=O)c1ccccc1-2 (configuration not stated)	-5%	0%	-2%	7%	0%	0%	-12%	-3	2%	-1%	26%
Cc1n[nH]c(=S)c2nn(-c3ccccc3F)c(C)c12	3%	-1%	4%	?	-3%	·	?	9	-2%	6%	0%
C=CCN(CC=C)S(=O)(=O)c1ccc(NC(=S)NC(=O)C2CC2)cc1	6%	-9%	0%	11µM*	-19%	52%[activator]	?	1	8%	4%	-26%
O=C(CN1C(=O)COc2ccccc21)NCCCN1CCN(c2ccccc2F)CC1	-4%	2%	·	-1%	0%	·	0%	-4	-4%	4%	1%
C(=N\c1ncnc2sccc12)/NOCc1ccccc1	-3%	-1%	9%	?	24%	-9%	?	-15	-5%	1%	-3%
CN(C)c1ccc(/C=N\NC(=O)CC#N)cc1	-2%	1%	1%	18%	9%	1%	-10%	-21	3%	-16%	42%
CCCc1ccc(C(=O)CCC(=O)NNC(=O)c2ccncc2)cc1	7%	-3%	·	6%	16%	·	-5%	?	8%	?	22%
Cc1cccc(OCc2nnc(SCC(=O)N3c4ccccc4CCc4ccccc43)o2)c1	-6%	-6%	-4%	4%	-13%	·	7%	3	-10%	0%	-44%
CC(C(N)=O)N1c2cccc3cccc(c23)S1(=O)=O (configuration not stated)	13%	-1%	-7%	29%	0%	0%	1%	-3	10%	-2%	-1%
COc1ccc(S(=O)(=O)NCCSCc2ccco2)cc1Cl	-1%	3%	9%	1%	1%	-10%	-2%	8	-2%	6%	-6%
CC(C)N(Cc1ccccc1)C(=O)COC(=O)c1cnccn1	-1%	-5%	0%	11%	1%	-11%	-10%	-21	1%	0%	5%
CCN(CC)c1ccc(/C=N/N2CCN(Cc3ccccc3)CC2)cc1	1%	-3%	19%	-23%	-2%	-1%	-13%[10 µM]	32[activator]	-2%	-2%	7%
O=C(COc1ccccc1)N1CCN(C(=O)c2cccs2)CC1	-5%	0%	-1%	15%	1%	-1%	1%	-8	0%	3%	12%
CC1CCN(c2ccccc2NC(=O)c2ccc(N3CCOCC3)c([N+](=O)[O-])c2)CC1	-1%	-10%	-3%	-16%	0%	-3%	1%	-29	0%	-2%	-4%
CCCNC(=O)c1ccc(N2CCC3(CC2)CC(c2cccc(Br)c2)=NO3)c(NC(=O)c2cccc(OC)c2)c1	9%	-6%	·	·	0%	·	·	-19	-4%	4%	-36%
CCOc1ccccc1C(=O)Nc1cccc(-c2ccc(N3CCOCC3)nn2)c1	?	?	·	·	?	·	·	-5	4.5µM*	1.5µM*	?
COc1ccccc1NS(=O)(=O)c1cccc(C(=O)NCC(c2ccco2)N2CCCCC2)c1 (configuration not stated)	-3%	6%	·	·	-1%	·	·	2	5%	-1%	-20%
CCn1c(COC(=O)CNC(=O)c2ccccc2F)nc2cc(S(=O)(=O)N(C)C)ccc21	4%	0%	·	·	-2%	·	·	1	-5%	2%	-15%
CC(=O)Nc1ccc(N2C(=O)c3ccc(S(=O)(=O)c4ccc(C(=O)O)cc4)cc3C2=O)cc1	-5%	-2%	3%	33%	5%	·	-11%	-24	8%	0%	1%
COc1ccc(OC)c(S(=O)(=O)Nc2ccc(C)c(C)c2)c1	1%	0%	27%	?	-4%	10%	?	-1	-3%	0%	-16%
Nn1c(=O)c2ccccc2n2c(SCc3ccc(C(F)(F)F)cc3)nnc12	-2%	1%	11%	14%	-1%	0%	-3%	-12	0%	-1%	-1%

Bioassay records from PubChem.
